Screens from PubChem.
TDP1 cell noCPT – qHTS for Inhibitors of human tyrosyl-DNA phosphodiesterase 1 (TDP1): qHTS in cells in absence of CPT; DT40 Tdp1-/- hTDP1 cells, no CPT, ATP luminescence, 48 h; Potency, µM (doses to about 46.2 µM), for the others: at the highest dose activity change, negative = growth inhibition, usual class: inhibitors; actives 15% (n = 420,000); AID 686978, 2013; also: nearly all actives have a fitted effect of over 55% in size
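Compound effects on proliferation are scored in DT40 Tdp1-/-;hTDP1 cells in the absence of CPT. ATP levels (CellTiter-Glo luminescence) are recorded after a ≥48 hr, 37 °C incubation.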
TDP1 cell CPT – DT40-hTDP1 cell growth loss with CPT. actives 12% (n = 420,000). Potency, µM (top dose mostly 46.2 µM), for inactives: top-dose activity change, negative = growth inhibition, actives largely listed as inhibitors. chicken DT40 Tdp1-/-;hTDP1 cells + 20 nM CPT, ATP luminescence, 48 h; also: nearly all actives have a fitted effect of over 55% in size
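Cell growth measured by CellTiter-Glo luminescence after a minimum 48 h, 37 C compound exposure with 20 nM CPT in Tdp1-knockout DT40 cells stably expressing hTDP1, seeded 400/well; qHTS titration format.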
TDP1 inh – inhibitors of human tyrosyl-DNA phosphodiesterase TDP1; Q9NUW8; recombinant TDP1, AlphaScreen DNA substrate cleavage; Potency, µM (titrated, usually from 130 µM), inactives show at the highest dose activity change, negative = inhibition, most hits filed as inhibitors; actives 0.28% (n = 350,000); AID 485290; also: nearly all actives have a fitted effect of over 40% in size
Target sequence (Q9NUW8 whole entry, looked up): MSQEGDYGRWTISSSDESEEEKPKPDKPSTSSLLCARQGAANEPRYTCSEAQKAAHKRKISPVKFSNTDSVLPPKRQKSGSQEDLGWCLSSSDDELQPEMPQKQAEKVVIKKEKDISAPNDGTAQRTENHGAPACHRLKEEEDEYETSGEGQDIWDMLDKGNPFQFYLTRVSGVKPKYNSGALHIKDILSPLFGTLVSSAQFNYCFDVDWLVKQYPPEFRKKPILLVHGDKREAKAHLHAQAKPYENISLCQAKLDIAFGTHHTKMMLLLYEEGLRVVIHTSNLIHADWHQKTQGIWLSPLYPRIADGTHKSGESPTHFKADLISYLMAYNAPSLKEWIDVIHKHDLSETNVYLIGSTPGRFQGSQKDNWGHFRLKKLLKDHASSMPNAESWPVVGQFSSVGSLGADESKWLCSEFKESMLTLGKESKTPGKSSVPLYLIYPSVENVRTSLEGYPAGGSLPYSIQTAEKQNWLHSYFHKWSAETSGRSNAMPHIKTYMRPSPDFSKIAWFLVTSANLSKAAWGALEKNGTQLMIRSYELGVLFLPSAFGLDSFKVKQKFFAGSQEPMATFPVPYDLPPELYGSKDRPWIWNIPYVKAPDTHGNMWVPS
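Steps: enzyme plus compound, 15 min RT; add biotin/phosphotyrosine-FITC oligonucleotide (15 nM final), react 5 min; add donor/acceptor beads (10 ug/ml final), 10 min; read AlphaScreen. Tdp1 at 1 nM final.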
* marks the source's active call; other numbers are inactive results; ? = inconclusive; . = no result given; & = joins results of further samples; [ ] = another dose, or the depositor's remark. Calls follow the shape of the dose curve; as a rule, active = well fitted curve in the direction sought with a large enough effect; inconclusive = small, poorly fitted or top-dose-only effect, or another doubt; inactive = no such curve, though single readings can be large; an effect the other way counts as inactive or inconclusive. % is scaled to controls: 0 for no effect and ±100 for the full control effect; potency is read from the fitted curve at half-maximal effect.

SMILES	TDP1 cell noCPT	TDP1 cell CPT	TDP1 inh
CC(=O)Nc1ccc(S(=O)(=O)N(C)CCOCc2ccccc2)cc1	18µM*	23µM*	7%
COc1cccc(CN2CCN(Cc3cccc(F)c3)CC2)c1	-28%	-11%	.
CCN1CCN(c2nc3c(c(=O)[nH]2)CCCC3)CC1	-1%	-26%	-3%
CCOC(=O)c1ccc(NC(=O)c2cccn(Cc3ccccc3F)c2=O)cc1	21µM*	?	1%
Fc1ccc(Cn2nnnc2CN2CCC(n3nnc4cc(C(F)(F)F)ccc43)CC2)cc1	?	18µM*	.
CCCCC(=O)C1C(=O)NC(=O)NC1=O	8%	-4%	-3%
CCN1CCN(C(=O)Cc2coc3ccc4ccccc4c23)CC1	-11%	?	7%
N=C1c2ccccc2CN1c1cccc([N+](=O)[O-])c1	9%	-2%	4%
Nc1cc(Cl)cc(C(=O)O)c1Cl	-12%	20%	0%&10%
O=C1CCCN1c1ccc(S(=O)(=O)O)cc1 (tested in a mixture with another compound)	1%	-1%	5%
C1=CC(Cc2cncs2)c2ccccc21 (configuration not stated)	3%	7%	0%
Cc1ccc(C(C)C)c(OCC(=O)N2CCN(Cc3nc4cc([N+](=O)[O-])ccc4n3C)CC2)c1	-3%	1%	5%
CCCC(C)CC1(CCO)C(=O)NC(=S)NC1=O (configuration not stated)	-6%	-13%	.
C[C@@H]1C[C@@H]2O[C@H]2/C=C\C=C\C(=O)Cc2c(Cl)c(O)cc(O)c2C(=O)O1	0.16µM*	0.041µM*	4%
CCC(=O)O[C@@H]1[C@@H](OC(C)=O)[C@@]2(O)C(C[C@H](O)C2(C)C)[C@](C)(O)[C@H]2CC[C@@H]3[C@@H](O)[C@]12C[C@@]3(C)O (some centres not stated)	-3%	-16%	0%
CC(C)CN1CCC2(CC1)CCN(C(=O)Oc1ccccc1)CC2	1%	-1%	.
Cc1sc(-n2c(C)cc(C=C3C(=O)NC(=O)NC3=O)c2C)c(C#N)c1C	?	?	-5%
O=C(c1cc2cc3ccc(Cl)cc3nc2o1)N1CCC2(CC1)OCCO2	-6%	-9%	0%
CC[C@@H]1c2ccccc2[C@@H]2CC[C@H]1N2c1ccccc1	?	?	.
COc1ccc(N/N=C/c2c(O)n(-c3ccc(C)c(C)c3)c(=O)[nH]c2=O)cc1	29µM*	?	13%
Cc1ccc(CN(Cc2ccccc2)C(=S)NCC(=O)N2CCC3(CC2)OCCO3)o1	?	?	6%
CCOc1cc(/C=N/NC(=O)c2cccs2)ccc1OC(=O)N1CCOCC1	16µM*	?	3%
O=C(O)c1nn(Cc2ccc(Cl)cc2)c2ccccc12	-21%	3%	.
CCC(=O)c1ccc(OCC(=O)N2CCN(CC(=O)Nc3ccccc3C(F)(F)F)CC2)cc1	15µM*	?	-2%
O=[N+]([O-])c1ccccc1Cl	-6%	6%	0%&12%
O=C(N/N=C/c1c(O)n(-c2ccccc2)c(=O)[nH]c1=O)c1ccncc1	-13%	-9%	5%
CC1=CC2OC3CC4OC(=O)C=CC=CC(=O)OCCC(C)C(O)C(=O)OCC2(CC1O)C4(C)C31CO1 (configuration not stated)	0.16µM*	0.15µM*	.
COc1ccc2[nH]c(C)c(CCNCc3cn(C)c4ccccc34)c2c1	9.2µM*	12µM*	10%
O=c1[nH]c(=O)n(C2CCCCC2)c(O)c1/C=N/N1CCCCC1c1cccnc1 (configuration not stated)	0%	?	3%
CS(=O)(=O)c1ccc(C2=C(CNC(=O)c3cccs3)[C@H]3CC[C@@H](C2)N3CCOc2ccccc2)cc1	-28%	-17%	.
CC1=NOC2(C)Nc3ncnn3C(c3ccccc3)C12 (configuration not stated)	-1%	12%	2%
Cc1cccc(Cn2cccc(C(=O)Nc3cc(C)on3)c2=O)c1	-23%	-23%	0%
CNCCc1c(C)n[nH]c1C	1%	5%	-2%
C[C@H]1O[C@@H](O[C@H]2CC[C@@]3(C)[C@H](CC[C@@H]4[C@@H]3C[C@@H](O)[C@]3(C)[C@@H](C5=CC(=O)OC5)CC[C@]43O)C2)C[C@H](O)[C@@H]1O[C@H]1C[C@H](O)[C@H](O[C@H]2C[C@H](O)[C@H](O[C@@H]3O[C@H](CO)[C@@H](O)[C@H](O)[C@H]3O)[C@@H](C)O2)[C@@H](C)O1	0.94µM*	1.3µM*	.
C=CCn1c(O)c(C(C)=Nc2ccc3c(c2)CCC3)c(=O)[nH]c1=O	?	?	4%
CCOC(=O)N1CCN(c2ccc(Cl)c(Cl)c2)CC1	13µM*	?	0%

4 structures from above, ordered by molecular weight, smallest number first:
SMILES	TDP1 cell noCPT	TDP1 cell CPT	TDP1 inh
CC1=NOC2(C)Nc3ncnn3C(c3ccccc3)C12 (configuration not stated)	-1%	12%	2%
Cc1cccc(Cn2cccc(C(=O)Nc3cc(C)on3)c2=O)c1	-23%	-23%	0%
O=C(N/N=C/c1c(O)n(-c2ccccc2)c(=O)[nH]c1=O)c1ccncc1	-13%	-9%	5%
CC1=CC2OC3CC4OC(=O)C=CC=CC(=O)OCCC(C)C(O)C(=O)OCC2(CC1O)C4(C)C31CO1 (configuration not stated)	0.16µM*	0.15µM*	.

Further compounds:
SMILES	TDP1 cell noCPT	TDP1 cell CPT	TDP1 inh
NCCc1cc(O)c(O)cc1O	3.7µM*	5.2µM*	0.25µM*
CC12CN3CN(C1)CC(C)(C3)C2=NO	17%	13%	0%
O=C1NCN(c2ccccc2)C12CCN(C(c1ccccc1)c1nnnn1-c1ccc3c(c1)OCCO3)CC2 (configuration not stated)	?	?	.
O=C(c1ccc2c(=O)n(Cc3ccc4c(c3)OCO4)c(=S)[nH]c2c1)N1CCC2(CC1)OCCO2	?	23µM*	7%
Cc1ccc2c(c1)C1CN(C)CCC1N2C(=O)COc1ccc(S(=O)(=O)N2CCOCC2)cc1 (configuration not stated)	-5%	-18%	4%
CCC(=O)c1cn(Cc2ccc(C#N)cc2)c2ccccc12	?	-16%	2%
CN1CCN(Cc2cn3cccnc3n2)CC1	8%	1%	0%
CC(=O)c1cn(Cc2ccccc2F)c2ccccc12	4.6µM*	8.2µM*	.
C/C(N)=C(/C#N)C(=O)CSc1nc2cc(Cl)ccc2c(=O)n1-c1ccc(C)cc1	?	-6%	-7%
CCOP(=O)(OCC)C(NC(=O)Nc1ccc(Cl)c(Cl)c1)c1ccccc1 (configuration not stated)	16µM*	?	-1%
CCOc1cccc(CNC2CN3CCC2CC3)c1 (configuration not stated)	6%	-6%	2%
CC(=O)OC1C(O)C2=C3C4(C)C1C(C)(C)C(=O)CC4C3(O)C(OC(C)=O)C1(CC1C)C2=O (configuration not stated)	7.3µM*	5.8µM*	.
Clc1cccc(Cl)c1CN1CCN(c2ccccc2)CC1	-20%	?	0%
CSCCC(c1nnnn1C1CCCC1)N1CCC(n2c(=O)[nH]c3ccccc32)CC1 (configuration not stated)	23µM*	?	.
CSc1ccc(C(c2c(O)c3ccccc3oc2=O)c2c(C)n(C)n(-c3ccccc3)c2=O)cc1 (configuration not stated)	1%&-13%	5%&-12%	3%&9%
CC(C)NCC(O)c1ccc(C2CCCC2)cc1 (configuration not stated)	16µM*	16µM*	0%
Cc1cccc(C)c1-n1nnnc1C(c1cccs1)N1CCC(n2c(=O)[nH]c3ccccc32)CC1 (configuration not stated)	21µM*	?	.
CC(C)(C)NC[C@H](O)c1ccc(O)cc1Cl	-2%	6%	.
N#CC1(c2ccccc2)CCN(C2CC(=O)N(c3cccc(F)c3)C2=O)CC1 (configuration not stated)	-8%	1%	3%
CCOC(=O)c1c(C)n(Cc2ccc3c(c2)OCO3)c2ccc(O)cc12	?	?	8%
C[N+]1(C)C2CC[C@H]1CC(OC(=O)C(CO)c1ccccc1)C2 (some centres not stated)	-2%	-1%	.
CCCCC/C=C\C/C=C\C/C=C\CCCCCCC(=O)NCCO	-3%[4.12 µM]	1%[4.12 µM]	5%&6%&6%
CCCCC(=O)N/N=C/c1c(O)n(CCC2=CCCCC2)c(=O)[nH]c1=O	26µM*	?	11%
COC(=O)C1=C(c2ccccc2)C[C@@H]2CC[C@H]1N2C(=O)N1CCC(C)CC1	15µM*	?	.
CN(C)c1ccc(NC(=O)CN2C3CCCC2CC(NC(=O)c2ccccc2)C3)cc1 (configuration not stated)	?	-2%	11%
COC(=O)C1=C(c2ccc(OC)c(OC)c2)C[C@@H]2CC[C@H]1N2C(=O)NCCOc1ccc(OC)cc1	-23%	-2%	0%
Cc1cc(C)c(C(=O)N2CCC3(CC2)OCCO3)c(C)c1	-5%	2%	1%
O=C(c1ccccc1F)N1CCC2(CC1)OCCO2	-7%	-13%	.
COc1cc(NCCCn2cnc(C(=O)Nc3ccc(C)c(C)c3)n2)cc(OC)c1OC	?	-22%	.
CSc1ncc(CN2CCCC(C(=O)c3ccccc3SC)C2)cn1 (configuration not stated)	?	-22%	3%
Cc1ccc(-c2cc(-c3ccccc3)cc(-c3ccccc3)[n+]2-c2ccc(C(=O)O)cc2)cc1	3%	-3%	-5%
O=C(COC(=O)Cc1ccccc1)Nc1ncc(Cl)cc1Cl	-21%	-6%	-6%
Cn1cc(C=O)c2nccnc21	-4%	-5%	.
CO[C@H]1C=C2CCN(C)[C@H]2C2c3cc4c(cc3C(=O)O[C@@H]21)OCO4 (some centres not stated)	-4%	-15%	.
COc1ccc(CCNC(=O)c2ccc3c(c2)N(Cc2cccc(Cl)c2)C(=O)CS3)cc1OC	23µM*	21µM*	-3%
Cc1ccccc1NS(=O)(=O)c1ccc(OCC(=O)N2CCN(C)CC2)cc1	1%	5%	4%

Brought forward from above: 5 entries, followed by the next part.
SMILES	TDP1 cell noCPT	TDP1 cell CPT	TDP1 inh
O=C(COC(=O)Cc1ccccc1)Nc1ncc(Cl)cc1Cl	-21%	-6%	-6%
Cn1cc(C=O)c2nccnc21	-4%	-5%	.
CO[C@H]1C=C2CCN(C)[C@H]2C2c3cc4c(cc3C(=O)O[C@@H]21)OCO4 (some centres not stated)	-4%	-15%	.
COc1ccc(CCNC(=O)c2ccc3c(c2)N(Cc2cccc(Cl)c2)C(=O)CS3)cc1OC	23µM*	21µM*	-3%
Cc1ccccc1NS(=O)(=O)c1ccc(OCC(=O)N2CCN(C)CC2)cc1	1%	5%	4%
COc1ccccc1NC1=NCCS1	-5%	-12%	2%
COc1ccc2c(c1O)C13CCN(C)C(C2)C1CCC(=O)C3 (configuration not stated)	8%	8%	.
CC1C(=O)OC2CCN3CC4OC4(COC(=O)C(C)(O)C1(C)O)C23 (configuration not stated)	3%	2%	.
NCCNc1ccc([N+](=O)[O-])c2cccnc12	21µM*	?	8%
COc1ccc([C@H]2C[C@@H](O)[C@H](n3cc(COC(=O)c4ccccc4)nn3)CN2Cc2cccs2)cc1	-14%	-5%	.
O=C(NCc1ccc(Cl)cc1)C(=O)NCC(c1cccnc1)N1CCN(c2ccccc2)CC1 (configuration not stated)	7.3µM*	9.2µM*	4%
COc1cc([C@@H]2c3cc4c(cc3[C@@H](OC)[C@H]3COC(=O)[C@H]23)OCO4)cc(OC)c1O	1.3µM*	1.2µM*	-5%
Cc1nn(CC(C)C)c(Cl)c1C(=O)NC1CCCCC1	-12%	7%	-3%
CSCCC(N=Cc1c(O)n(-c2ccc(F)cc2)c(=O)[nH]c1=O)C(=O)OC(C)(C)C (configuration not stated)	-13%	-4%	-2%
NS(=O)(=O)OC(CCc1ccccc1)C(Cl)(Cl)Cl (configuration not stated)	-30%	?	.
CNCCCc1ccccc1	-36%	-23%	-2%
CCCCNS(=O)(=O)c1ccc(OCC(=O)N2CCN(Cc3ccc4c(c3)OCO4)CC2)cc1	?	10µM*	7%
COc1ccc(-n2nnnc2C(c2ccnc3ccccc23)N2CCC(n3c(=O)[nH]c4ccccc43)CC2)cc1 (configuration not stated)	?	?	.
O=C(c1cccc(C(F)(F)F)c1)C1CCCN(Cc2ncc[nH]2)C1 (configuration not stated)	-23%	?	-2%
COc1ccc(CC2C(=O)N(C)C(=O)N(C)C2=O)c(OC)c1	-4%	?	-3%
C[C@]12CCC3C(CC[C@H]4C[C@H](O)CC[C@]34C)C1C[C@H](O)[C@H]2O (some centres not stated)	-21%	-16%	.
CCCCn1c(O)c(C(CC)=NCc2ccc(F)cc2)c(=O)[nH]c1=O	?	?	2%
CCOC(=O)CNC(=O)N1Cc2cc(N3CCOCC3)ccc2-n2nncc2C1	-12%	-1%	.
CCOC(=O)C(O)(c1ccc(NC(=O)c2ccc(Cl)c(Cl)c2)cc1)C(F)(F)F (configuration not stated)	16µM*	?	7%

A portion of the library; count on the stated rates, not on these rows.
